From PubChem
MCL1-BIM inh – disrupts human MCL1 binding to BIM-BH3 peptide. Q07820. hit rate 0.68% among 320,000. GST-MCL1 / FITC-Bim-BH3 fluorescence polarization. inhibition, % at 10.9 µM;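 active = inhibition above the mean inhibition of all tested compounds plus 3 SD, set per campaign, cut at about 40% in these data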;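 note: 0% = DMSO wells and 100% = unlabeled Bim-BH3 peptide control; higher means more loss of mP so more displacement of Bim peptide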
Target sequence (Q07820 whole entry, looked up): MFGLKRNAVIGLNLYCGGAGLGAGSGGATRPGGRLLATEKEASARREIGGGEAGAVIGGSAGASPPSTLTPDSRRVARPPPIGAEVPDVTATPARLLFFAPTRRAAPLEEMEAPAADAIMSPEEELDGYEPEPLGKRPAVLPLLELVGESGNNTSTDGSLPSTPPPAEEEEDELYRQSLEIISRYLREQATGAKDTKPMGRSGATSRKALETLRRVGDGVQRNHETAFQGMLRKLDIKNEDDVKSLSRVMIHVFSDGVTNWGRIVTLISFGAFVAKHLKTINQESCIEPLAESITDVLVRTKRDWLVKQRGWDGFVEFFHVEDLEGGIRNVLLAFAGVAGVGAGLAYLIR
Bcl-xL primary – Bcl-xL (human) inhibition. Q07817. GST-Bcl-xL / FITC-Bim BH3 peptide fluorescence polarization. inhibition, % at 10.9 µM. hit rate 0.7% among 320,000;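 active = inhibition above the mean of all tested compounds plus 3 SD, cutoff set per campaign, cut at about 30% in these data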;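 note: 0% = DMSO wells and 100% = unlabeled Bim-BH3 peptide competitor; inhibitors lower millipolarization by displacing the labeled peptide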
Target sequence (Q07817 whole entry, looked up): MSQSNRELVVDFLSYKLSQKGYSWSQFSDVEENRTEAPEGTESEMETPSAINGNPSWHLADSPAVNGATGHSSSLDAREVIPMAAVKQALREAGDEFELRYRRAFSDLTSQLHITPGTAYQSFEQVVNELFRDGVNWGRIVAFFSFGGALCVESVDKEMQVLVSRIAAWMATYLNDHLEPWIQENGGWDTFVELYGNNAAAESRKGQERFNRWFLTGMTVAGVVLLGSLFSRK
AGP1-GFP MLPCN – alters AGP1-GFP fluorescence in TOR pathway yeast screen; hit rate 0.02% among 320,000; GFP response vs DMSO, % at 10 µM; S. cerevisiae AGP1-GFP multiplex flow cytometry, 3 h; GFP as percent of DMSO wells;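 active = GFP response relative to DMSO above a set limit, near screen average plus 3 SD, cut at about 150% in these data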;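 note: median GFP channel fluorescence of the gated AGP1 strain per well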
CIT2 TOR yeast – yeast TOR pathway CIT2-GFP modulation; S. cerevisiae CIT2-GFP strain, flow cytometry, 3 h; 100 means same as DMSO wells; GFP response vs DMSO, % at 10 µM; hit rate 0.065% among 320,000; AID 2029;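 active = GFP response relative to DMSO above a set limit, near the screen mean plus 3 SD, cut at about 150% in these data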;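 note: ratio of well median GFP fluorescence to mean of DMSO wells on the plate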
VLA-4 inh – inhibition in a human VLA-4 binding assay | inhibition, % (about 7 µM as worked out from the volumes in the protocol) | hit rate 0.2% among 330,000 | VLA-4 expressing cells, ligand binding flow cytometry | P13612 | AID 2557; in the data active = inhibition above about 50%
MEX-5 binding – C. elegans MEX-5 TCR-2 RNA binding activity | hit rate 0.38% among 300,000 | Q9XUB2 | AID 1832 | activity score (negative = inhibition of binding), % at 10 µM | MEX-5/FITC-TCR2 RNA binding, fluorescence polarization; active compounds read low;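 active = inhibition past about -25% in most replicates, and total fluorescence under double the plate's negative control median, limit read from the data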;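 note: 0% = DMSO and -100% = 5 µM competing unlabeled TCR2 RNA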
Yeast superoxide – lowers age-related superoxide in aged yeast cells. S. cerevisiae aged cells, superoxide DHE fluorescence; active compounds read low. superoxide response (% of plate mean), % at 10 µM. hit rate 0.18% among 330,000. AID 2690;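 active = superoxide response under a set limit, about three screen SD below normal, cut at about 65% in these data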;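 note: yeast aged for seven days with compound at 30 °C before DHE staining; 100% = average MFI of all compound-treated wells on the plate with controls excluded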
GRK2 inh – human GRK2 inhibition via aptamer displacement; P25098; bead flow cytometry, FAM-aptamer displacement from GRK2; inhibition of aptamer binding, % at 10 µM; hit rate 0.59% among 330,000;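 active = inhibition of aptamer binding above 40%, roughly 3 SD of noise, on plates passing a quality check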;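 note: median bead fluorescence of bound FAM aptamer so fluorescent compounds give negative values; no value below 0 was filed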
GLD-1 RNA inh – GLD-1-TGE RNA interaction inhibition (C. elegans); Q17339; inhibition, % at 5.96 µM; purified GLD-1 + fluorescein TGE RNA, fluorescence polarization; hit rate 0.44% among 320,000;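 active = percent inhibition above a per-plate cutoff, the plate mean of test compounds plus 3 SD, cut at about 30% in these data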;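 note: 0% = DMSO wells with GLD-1 and probe and 100% = wells lacking GLD-1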
Target sequence (Q17339 whole entry, looked up): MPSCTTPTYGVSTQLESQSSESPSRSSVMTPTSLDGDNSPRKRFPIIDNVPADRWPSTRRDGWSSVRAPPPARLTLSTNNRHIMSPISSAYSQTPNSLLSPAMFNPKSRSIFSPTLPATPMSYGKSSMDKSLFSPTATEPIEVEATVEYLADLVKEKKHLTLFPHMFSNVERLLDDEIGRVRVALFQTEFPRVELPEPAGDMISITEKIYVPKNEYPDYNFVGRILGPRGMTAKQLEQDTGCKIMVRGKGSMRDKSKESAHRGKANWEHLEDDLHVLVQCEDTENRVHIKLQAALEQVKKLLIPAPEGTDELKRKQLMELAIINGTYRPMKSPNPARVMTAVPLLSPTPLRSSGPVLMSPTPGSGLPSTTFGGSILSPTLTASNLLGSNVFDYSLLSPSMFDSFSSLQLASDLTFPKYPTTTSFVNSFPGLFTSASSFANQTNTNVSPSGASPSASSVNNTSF
* marks the source's active call; other numbers are inactive results; i = inactive; . = no result given.

SMILES	MCL1-BIM inh	Bcl-xL primary	AGP1-GFP MLPCN	CIT2 TOR yeast	VLA-4 inh	MEX-5 binding	Yeast superoxide	GRK2 inh	GLD-1 RNA inh
O=C(Nc1cccc(S(=O)(=O)N2CCCCCC2)c1)C1CCN(C(=O)c2ccc(F)cc2)CC1	1	3	107	98	0	1.4	101	0	0
CCCCN(C)C(=O)CNC(=O)c1nn(-c2ccc(OC)cc2OC)c(=O)c2ccccc12	-5	3	103	101	9	1.5	104	0	4
COc1cc(CNCc2ccncc2)cc(Br)c1OCc1ccccc1F	11	4	102	103	.	1.3	107	0	6
Cc1ccc2c(C)c(C(=O)NCCN3CCOC3=O)oc2c1C	5	5	101	105	3	-1.9	98	0	2
Cc1nc(NCCN)c(C#N)c2c1COC(C)(C)C2	-5	1	111	103	23	-0.1	110	0	-3
Cc1ccc(Nc2nc(N)nc(CN3CCCCCC3)n2)cc1	6	4	103	90	15	-1.2	112	0	-2
Cc1cc(C(=O)Nc2ccccc2Cl)n(-c2ccccc2)n1	0	1	101	91	0	-2.1	79	0	10
CCCCOc1cccc(-c2nnc(N)s2)c1	13	2	90	103	17	1.1	95	1	2
O=C(CSc1nc(=O)n2ccccc2n1)Nc1ccc2c(c1)OCO2	0	4	99	82	0	1.6	87	1	-3
CC(C)=CCC[C@](C)(O)C1CC[C@]2(C)C1[C@H](O)CC1[C@@]3(C)CC[C@H](O[C@@H]4O[C@H](CO)[C@@H](O)[C@H](O)[C@H]4O[C@@H]4O[C@H](CO)[C@@H](O)[C@H](O)[C@H]4O)C(C)(C)C3CC[C@]12C (stereo not given in full)	.	.	96	95	-8	.	80	0	1
COc1cccc(N2C(=O)C3NN=C(C(=O)CN4C(=O)c5ccccc5C4=O)C3C2=O)c1 (stereo not given)	-1	4	108	94	6	-0.8	102	1	-1
O=S(=O)(NCCc1ccc(F)cc1)c1cccc2cccnc12	-3	6	110	108	-1	4.5	93	2	-2
O=C1CCCN1CC(O)CS(=O)(=O)Cc1ccccc1 (stereo not given)	-1	-2	104	110	14	0.7	93	1	-3
CC(C)n1c(CCC(=O)O)ccc1-c1ccccc1	6	9	93	95	-27	0.1	90	2	-3
Cc1ccc(S(=O)(=O)NC(=O)NCCCN2CCOCC2)cc1	5	-1	86	123	-7	-0.7	94	0	5
CCOC(=O)c1ccc(NC(=O)C2CCN(S(=O)(=O)c3c(C)nn(C)c3C)CC2)cc1	2	3	89	83	11	-3.0	119	0	-1
Cc1ccc(NC(=O)CSc2nc(N)c3c4c(sc3n2)CSC(C)(C)C4)cc1	0	0	97	96	-10	-0.1	115	0	3
Cn1c(CNc2nc3ccccc3n2C)nc2ccccc21	4	0	95	96	-1	2.9	99	0	9
COc1cccc(C(=O)CSc2nc3cccnc3n2C)c1	-6	-2	99	94	-6	1.8	102	1	1
CC(C)C(C(=O)Nc1ccccc1)N1C(=O)c2ccccc2C1=O (stereo not given)	4	10	100	98	3	-4.0	97	0	3
CCOCCCNCc1cccc(OC)c1	-9	-1	105	110	6	-1.2	92	0	3
N/C(=N\OC(=O)Cc1cccs1)c1ccc(Cl)cc1	5	3	94	96	5	.	106	0	3
Cc1ccccc1OCc1nc(-c2ccc(-n3cccc3)cc2)no1	-2	0	99	98	10	0.5	100	4	-4
CCC(Sc1nc(C)cc(C)n1)C(=O)Nc1ccc(Cl)cn1 (stereo not given)	1	2	86	106	-11	-0.7	97	2	0
CSCCC(NC(=O)OCc1ccccc1)C(=O)NCc1cccnc1 (stereo not given)	.	.	97	97	23	-4.8	91	2	.

Profiles as entered above. Screens in order: MCL1-BIM inh	Bcl-xL primary	AGP1-GFP MLPCN	CIT2 TOR yeast	VLA-4 inh	MEX-5 binding	Yeast superoxide	GRK2 inh	GLD-1 RNA inh
CC(C)n1c(CCC(=O)O)ccc1-c1ccccc1 across the screens: 6	9	93	95	-27	0.1	90	2	-3
CCCCN(C)C(=O)CNC(=O)c1nn(-c2ccc(OC)cc2OC)c(=O)c2ccccc12 across the screens: -5	3	103	101	9	1.5	104	0	4
Cc1ccc(NC(=O)CSc2nc(N)c3c4c(sc3n2)CSC(C)(C)C4)cc1 across the screens: 0	0	97	96	-10	-0.1	115	0	3
CCOC(=O)c1ccc(NC(=O)C2CCN(S(=O)(=O)c3c(C)nn(C)c3C)CC2)cc1 across the screens: 2	3	89	83	11	-3.0	119	0	-1

Six compounds drawn at random from the list so far:
SMILES	MCL1-BIM inh	Bcl-xL primary	AGP1-GFP MLPCN	CIT2 TOR yeast	VLA-4 inh	MEX-5 binding	Yeast superoxide	GRK2 inh	GLD-1 RNA inh
Cc1ccc(Nc2nc(N)nc(CN3CCCCCC3)n2)cc1	6	4	103	90	15	-1.2	112	0	-2
CC(C)C(C(=O)Nc1ccccc1)N1C(=O)c2ccccc2C1=O (stereo not given)	4	10	100	98	3	-4.0	97	0	3
Cc1cc(C(=O)Nc2ccccc2Cl)n(-c2ccccc2)n1	0	1	101	91	0	-2.1	79	0	10
CC(C)=CCC[C@](C)(O)C1CC[C@]2(C)C1[C@H](O)CC1[C@@]3(C)CC[C@H](O[C@@H]4O[C@H](CO)[C@@H](O)[C@H](O)[C@H]4O[C@@H]4O[C@H](CO)[C@@H](O)[C@H](O)[C@H]4O)C(C)(C)C3CC[C@]12C (stereo not given in full)	.	.	96	95	-8	.	80	0	1
CCC(Sc1nc(C)cc(C)n1)C(=O)Nc1ccc(Cl)cn1 (stereo not given)	1	2	86	106	-11	-0.7	97	2	0
CCOC(=O)c1ccc(NC(=O)C2CCN(S(=O)(=O)c3c(C)nn(C)c3C)CC2)cc1	2	3	89	83	11	-3.0	119	0	-1

Going on with the list:
SMILES	MCL1-BIM inh	Bcl-xL primary	AGP1-GFP MLPCN	CIT2 TOR yeast	VLA-4 inh	MEX-5 binding	Yeast superoxide	GRK2 inh	GLD-1 RNA inh
Cc1cc(NC(=O)c2ccccc2)nc(C)n1	0	1	104	93	-2	-0.1	i	0	2
CCOc1ccc2nc(SCC(=O)c3ccc(O)cc3O)sc2c1	-4	-5	104	104	-18	1.2	50*	0	-5
CCN(Cc1ccccc1)c1ccc(/C=N/NS(=O)(=O)c2cccc([N+](=O)[O-])c2)cc1	24	8	99	82	-12	0.6	103	0	5
CCOc1ccc(NC(=O)N2CCN(c3nc4ccccc4s3)CC2)cc1	-5	1	96	92	21	-1.2	104	0	4
CCN(C(=O)C(C)Cl)c1ccccc1 (stereo not given)	-12	-11	105	100	16	-0.7	95	0	-7
Cc1ccc(OCCCC(=O)Nc2nncs2)cc1	-4	8	105	91	11	0.3	93	3	0
COc1ccc(Cl)cc1/C=N/NC(=O)c1c(-c2ccccc2)noc1C	.	.	96	108	9	0.3	105	0	.
CC(CCc1ccccc1)NC(=O)Cc1ccc(Br)cc1 (stereo not given)	3	-1	104	102	24	-0.1	99	0	5
Cc1cc(Nc2ccccc2Cl)nc(-c2ccccc2O)n1	0	2	93	103	13	-0.5	102	0	4
COc1cc(/C=C/c2ccc3cccc(O)c3n2)cc(OC)c1OC	3	4	100	101	-10	-2.4	111	1	2
C=CCNC(=O)c1cc(-c2ccc3c(c2)OCO3)on1	7	4	93	93	5	2.3	92	1	2
Cc1ccc(C)c(NC(=O)COC(=O)COc2cccc3c2OC(C)(C)C3)c1	-14	-6	103	92	-11	1.6	106	0	6
O=C(COC(=O)c1cc([N+](=O)[O-])ccc1N1CCOCC1)NCCc1ccccc1	1	0	99	102	11	-4.7	93	4	0
Cc1cc(C(=O)Cn2nc(C(=O)O)c3ccccc3c2=O)c(C)n1CCc1ccc(F)cc1	-5	-2	105	94	-9	3.6	98	0	-1
CCn1c(=O)c(C(=O)CN2CCN(S(=O)(=O)c3ccccc3)CC2)c(N)n(Cc2ccccc2)c1=O	-4	-2	98	102	-1	-0.1	113	1	8
O=C(CSc1nncn1-c1ccccc1)Nc1cc(F)ccc1F	-2	1	105	109	-7	-3.8	100	0	1
COc1ccc(OCCSc2nc3ccccc3n2CCC(=O)O)cc1	-3	3	100	106	-1	1.9	105	2	-3
COc1ccc(NS(=O)(=O)c2ccc3c(c2)CCCN3C(C)=O)cc1	8	5	104	103	3	-3.3	91	4	1
CC(C)(C)c1ccc(COc2ccsc2C(=O)O)cc1	-1	0	88	89	-1	1.3	114	10	5
O=C(COc1ccc(Cl)cc1)N(Cc1cccs1)C1CCS(=O)(=O)C1 (stereo not given)	0	7	107	109	-24	-0.8	86	6	-1
Cc1cc2cc(CNC(=S)Nc3ccc(OC(F)(F)F)cc3)ccc2n1C	12	8	98	90	-1	-2.9	99	0	8
O=C(C[n+]1ccccc1)N/N=C/c1cc(Br)ccc1O	12	6	104	105	-1	-4.2	90	0	5
Cc1nnsc1C(=O)N1CCCC(C(=O)c2ccc(C(F)(F)F)cc2)C1 (stereo not given)	7	4	103	103	0	-1.4	89	0	1
COC(=O)c1sccc1NC(=O)Nc1cccc(C)c1	-2	2	96	103	4	1.9	111	0	3
Cc1nnc(SC(C)C(=O)NC2CCCCC2C)n1N (stereo not given)	2	7	93	66	-7	-0.6	101	0	0

2 of the compounds above, with values under each structure:
The line under a structure holds: MCL1-BIM inh, Bcl-xL primary, AGP1-GFP MLPCN, CIT2 TOR yeast, VLA-4 inh, MEX-5 binding, Yeast superoxide, GRK2 inh, GLD-1 RNA inh
O=C(C[n+]1ccccc1)N/N=C/c1cc(Br)ccc1O
  12, 6, 104, 105, -1, -4.2, 90, 0, 5
Cc1cc2cc(CNC(=S)Nc3ccc(OC(F)(F)F)cc3)ccc2n1C
  12, 8, 98, 90, -1, -2.9, 99, 0, 8

Additional records follow:
SMILES	MCL1-BIM inh	Bcl-xL primary	AGP1-GFP MLPCN	CIT2 TOR yeast	VLA-4 inh	MEX-5 binding	Yeast superoxide	GRK2 inh	GLD-1 RNA inh
CCCN(CCC)C1Sc2ccc(C(=O)OC)cc2NC1=O (stereo not given)	5	5	99	100	-16	-0.7	101	2	-2
COc1ccc(-c2c(C)oc3cc(O)cc(O)c3c2=O)cc1OC	5	6	101	95	41	2.5	110	50*	4
COC(=O)CSc1nnc(-c2c[nH]c3ccccc23)o1	-3	0	65	95	10	-3.0	95	0	5
Oc1ccccc1-c1cc(-c2cccc(F)c2)n[nH]1	2	3	95	105	0	1.3	102	0	5
CCC(C)[C@H](NC(=O)NCc1cccnc1)C(=O)OC (stereo not given in full)	-2	3	107	103	18	.	91	0	-8
CC/C(=N/NS(=O)(=O)c1ccc(Cl)cc1)c1ccc(O)cc1	-6	5	96	105	-1	0.4	102	0	1
O=C1CC(c2cc([N+](=O)[O-])ccc2Cl)c2c(ccc3ccccc23)N1 (stereo not given)	2	3	103	104	12	-0.9	100	0	3
O=C(Nc1ccc(F)cc1F)Nc1sccc1-c1nc2ccccc2s1	-4	0	101	93	15	-1.3	95	0	0
O=C1NC(=O)C(CC(=O)N(Cc2ccco2)C2(C(=O)NC3CCCC3)CCCCC2)N1 (stereo not given)	-1	0	100	.	2	0.6	120	4	0
O=[N+]([O-])c1c(NCCCO)cc(N2CCN(Cc3ccc4c(c3)OCO4)CC2)c2nonc12	1	5	92	105	2	-1.0	90	3	-6

This is a random part of the collection; 2.1% or so of the library scored in one or more.
